Screens from PubChem.
TNAP activators = stimulation of alkaline phosphatase TNAP activity – biochemical, luminescent, no phosphate acceptor, uHTS, primary screen (AID 1001) | purified TNAP, luminescent activation assay, no phosphate acceptor; higher activation fold means a stronger effect | one-dose activation fold at 20 µM; EC50 in µM for titrated hits | actives 0.03% (n = 200,000); in the data active means activation fold from about 3, or a potency from the dose series; inactive means the rest, 99 in 100 with activation fold below about 1.6; further: many of its hits are not listed in these tables
Myeloid diff MLP = myeloid differentiation induction | ER-HoxA9 myeloid progenitors, lysozyme-GFP differentiation, flow cytometry | calls only at 10 µM | actives 1% (n = 360,000);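 active means normalized GFP-positive differentiation at or above the plate's own cutoff, the solvent-only control mean plus 3 SD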;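 further: cells exposed to compound for four days before flow analysis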
UTI89 phage lysis = inhibition of K1F phage lysis, E. coli UTI89, bacterial capsule biogenesis inhibitors, alamar blue (AID 488966); E. coli UTI89 K1F phage lysis, alamar blue, 2 h; higher % means a stronger effect; inhibition, % at 100 µM; hits with a dose series show IC50 in µM; actives 0.02% (n = 340,000);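 active means phage lysis inhibition, versus mean bacterial control, above a set limit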;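 further: capsule biogenesis inhibitors block K1F phage lysis so surviving cells raise fluorescence; higher fluorescence means more inhibition of phage lysis; actives were called in the ten point dose series up to 300 µM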
WT yeast gro inh = growth inhibition of WT yeast, mitochondrial fusion screen. mitochondrial fusion phenotypic screen, WT strain. inhibition, % at 10 µM. actives 2.1% (n = 190,000). AID 1362; in the data active means inhibition above about 58%; tested in S. cerevisiae
PMI inhibition = MPI inhibition at elevated mannose 6-phosphate – biochemical, fluorescence intensity, high mannose 6-phosphate, primary screen (AID 1220); inhibition, % at 20 µM, or IC50 in µM where a hit was titrated; recombinant PMI enzyme, coupled fluorescence intensity; higher % means a stronger effect; actives 0.66% (n = 190,000)
Hep lipid drop = hepatic lipid droplet formation modulation; actives 0.4% (n = 240,000); AID 1656; AML12 mouse hepatocytes, oleate lipid droplets, BODIPY imaging; inhibition, % at 6.5 µM;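 active means lipid droplet intensity inhibited by at least 50%, with more than 500 cells counted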
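Assay system: AML12 mouse liver cells | Compound dosing: One dose, 6.5 µM compound | Read-out basis: Droplet intensity reduction, % inhibition | Measured by: Fluorescence imaging, 20x objective, two fields per well | Schedule: Overnight treatment with compound plus oleate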
human PMI inhibition = MPI enzyme activity inhibition – biochemical, fluorescence intensity, coupled assay, primary screen (AID 1209); purified PMI enzyme, coupled fluorescence intensity; higher % means a stronger effect; inhibition, % at 20 µM; hits with a dose series show IC50 in µM; actives 0.42% (n = 190,000);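 further: plate controls were DMSO vehicle for no effect and wells lacking substrate for full effect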
ER stress rescue = rescue of cells from ER stress-induced death, primary screen, 384-well, CSM14.1, thapsigargin, ATP luminescence (AID 1222). CSM14.1 thapsigargin-induced death rescue, ATP luminescence; higher % means a stronger effect. cellular ATP content (survival), % at 20 µM, or EC50 in µM where a hit was titrated. 190,000 tested, under 10 active;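 active means EC50 below 50 µM in the dose-response confirmation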;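 further: death triggered by thapsigargin at about 15 µM added after 2 h compound pretreatment; cell ATP read after overnight thapsigargin exposure of roughly 18 to 22 hours; normalized against plate controls of thapsigargin alone and 5% DMSO vehicle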
P. falciparum M1AAP = malaria alanyl aminopeptidase activity blockers – biochemical, fluorogenic H-Leu-NHMec substrate, 1536-well (AID 1445) | recombinant M1AAP, H-Leu-NHMec fluorogenic kinetic assay; higher % means a stronger effect | inhibition, % at 30 µM, or IC50 in µM where a hit was titrated | actives 0.42% (n = 220,000);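 active means primary inhibition above the hit cutoff, then over 50% inhibition at one or more dose response concentrations, cut at about 23% in these data, passing the limit was not always enough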;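 further: plate controls were DMSO full reaction for no effect and no enzyme background for full effect; strong numbers were not always called active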
WT yeast gro inh mutant strain = also measured in WT yeast gro inh; calls as there; inhibition, %; mitochondrial fusion phenotypic screen, mutant strain inhibition
Hep lipid drop cells 6.5 µM = also measured in Hep lipid drop; calls as there; cell count; measured here: cell count, cytotoxicity flag;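 cells counted across two imaged fields per well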
Myeloid diff MLP GFP+ MAC1+ % = second read-out of Myeloid diff MLP, no call of its own (marks repeat the call); GFP+ MAC1+ double positive, %; measured here: differentiation confirmed by MAC1 staining
Starred values were filed as active, the others as inactive; i = inactive; x = not tested or not shown; [ ] = another dose, or the depositor's remark. Unless noted, no stated cut-off is given here; in the data, active means inhibition above about 50%; inactive means the rest.

SMILES	TNAP activators	Myeloid diff MLP	Myeloid diff MLP GFP+ MAC1+ %	UTI89 phage lysis	WT yeast gro inh	WT yeast gro inh mutant strain	PMI inhibition	Hep lipid drop	Hep lipid drop cells 6.5 µM	human PMI inhibition	ER stress rescue	P. falciparum M1AAP
Cc1nnsc1NC(=O)OCc1ccc(Cl)cc1Cl	1.1	i	0.6	0.7%	-5	-2	11%	x	x	7%	0.6%	2%
Cn1c(=O)c2c(ncn2Cc2ccccc2)n(C)c1=O	1.1	i	1.7	3.0%	-17	-6	6%	-6	712	-1%	8.5%	-12%
CN1CCN(CCCCOc2ccccc2C=O)CC1	1	i	0.2	0.6%	12	3	-8%	9	689	-10%	-3.4%	-2%
CCc1sc(N(C(=O)Cc2ccccc2)c2cccc(F)c2)nc1-c1ccc(C)cc1	1.1	i	2.0	1.9%	8	-4	9%	x	x	17%	15%	-5%
COc1ccc(CCN(Cc2cc3cc(C)cc(C)c3nc2Cl)C(=O)C2CC2)cc1	1	i	9.8	1.1%	68*	-1.5*	16%	x	x	14%	2.9%	2%
CC(=O)OCC(CCn1cnc2cnc(N)nc21)COC(C)=O	1.1	x	x	x	-4	8	3%	16	668	1%	-0.3%	1%
COC(=O)c1cccc(CSc2nnc(-c3ccco3)n2-c2ccccc2)c1	1	i	1.2	0.3%	14	12	2%	-13	748	14%	2.1%	-2%
Cc1cccc(NC(=O)c2ccc(C(=O)c3ccccc3)o2)c1	1.1	i	0.3	0.3%	3	5	6%	3	682	0%	-1.1%	6%
COc1ccc(OC)c(C2=Nn3c(nnc3-c3cc(OC)c(OC)c(OC)c3)SC2)c1	1	i	6.9	0.5%	3	9	-4%	x	x	-2%	3.8%	1%
COc1cccc(OCCN2CCN(c3ncnc4c3cnn4-c3ccccc3)CC2)c1	1	i	1.9	-0.1%	59*	42*	6%	x	x	10%	-1.8%	23%
COc1ccc(C2=NOC(C(=O)NCc3ccco3)C2)cc1 (stereo unspecified)	1.1	i	1.0	-0.4%	1	13	-5%	5	794	2%	5.3%	2%
Cc1ncc([N+](=O)[O-])n1Cc1ccccc1F	1	i	0.3	0.2%	-3	-8	x	0	719	x	-0.2%	7%
CCN(CCO)C(=O)CC(c1ccccc1)c1cc(Br)ccc1O (stereo unspecified)	1	i	0.6	0.3%	-24	-3	-14%	-12	742	-12%	-1.2%	13%
O=C(Cn1cnc2c(nnn2-c2ccccc2)c1=O)NCc1ccco1	1.2	i	2.0	0.8%	-2	10	6%	-4	636	8%	x	4%
O=C(CNc1cc(S(=O)(=O)N2CCCC2)ccc1OCC(F)(F)F)Nc1cc(Cl)cc(Cl)c1	1.1	x	x	x	-13	5	-8%	-11	689	-6%	-0.1%	4%
COC(=O)c1sc(NC(=S)NC(=O)c2ccccc2)nc1C	0.8	i	0.6	-0.8%	4	19	9%	-103	715	13%	-2.5%	1%
CCOCCCNCc1cc(Br)ccc1OCC	1.1	i	0.7	0.0%	-4	0	8%	x	x	3%	-0.5%	3%
O=C(Nc1ccccc1)C1(c2ccccc2)CC1(Cl)Cl (stereo unspecified)	1	i	0.8	0.2%	-7	-8	4%	-10	744	6%	-2.6%	8%
O=C(CN1CCC2(CC1)OCCO2)c1c[nH]c2ccccc12	1.1	x	x	x	-2	12	2%	x	x	-1%	0.3%	5%
CC1=C(C#N)C(NC(=O)c2ccco2)(C(F)(F)F)C(=O)N1 (stereo unspecified)	1.1	i	8.2	0.2%	-16	-42	4%	10	760	10%	-1.8%	-1%
O=C(Nc1sc2c(c1C(=O)NC1CC1)CCCCCC2)c1ccco1	1.1	i	10	1.6%	-25	5	-9%	0	743	-2%	-3.3%	2%
Cc1ccc([N+](=O)[O-])cc1N(CC(=O)NCC1CCCO1)S(C)(=O)=O (stereo unspecified)	1.1	i	0.6	0.3%	-5	-1	2%	-7	685	4%	-1.1%	6%
CC(C)C[C@@H]1NC(=O)[C@H](Cc2ccccc2)N(C)C(=O)[C@H](C)NC(=O)c2ccccc2NC(=O)[C@H](Cc2ccc(O)cc2)N(C)C1=O	x	i	3.0	7.9%	x	x	x	28	656	x	x	4%
COC(=O)C1=C(C(=O)OC)[C@@H]2N(Cc3ccccc3)c3ccccc3[C@@]23C[C@@H](C(=O)OC)N(C(C)=O)C3=N1	x	i	2.2	1.7%	x	x	x	-16	688	x	x	3%
CC(O)CNc1nc2ccccc2n1-c1ncnc2sc3c(c12)CCC3 (stereo unspecified)	1.2	i	0.9	0.5%	15	10	7%	x	x	9%	-1.0%	8%
OCC1(CCc2ccccc2)CCN(Cc2c(F)ccc(F)c2F)CC1	1	i	0.1	-0.1%	-1	4	x	-4	625	x	-1.0%	2%
Cc1ccc(C(=O)Nc2cc(-c3ccn[nH]3)c(C)n(N)c2=O)cc1	1.2	i	0.2	2.2%	-9	-2	4%	22	658	4%	1.8%	5%
O=C(NCCc1c[nH]c2ccccc12)/C(=C\c1ccco1)NC(=O)c1ccco1	1	i	0.2	6.1%	3	1	10%	-9	642	3%	1.3%	6%
COc1ccc(Cl)cc1NC(=O)COC(C)=O	1.1	i	1.3	-0.5%	-5	14	-7%	8	718	-5%	0.0%	0%
Cn1c(CO)cnc1SCc1ccc(Cl)cc1	1	i	0.8	0.1%	5	0	-1%	x	x	-4%	2.1%	-2%
COc1ccc(NC(=O)CN(Cc2ccccc2)S(C)(=O)=O)cc1	1.1	i	1.2	4.6%	24	10	2%	1	779	6%	-0.9%	5%
CCOc1ccccc1NC(=O)c1ccc(OCC)c([N+](=O)[O-])c1	1.1	i	0.4	2.8%	-19	-11	4%	-8	571	2%	-1.6%	-3%
CCC(C)NC(=S)Nc1ccccc1OC (stereo unspecified)	1.2	i	0.3	1.4%[50 µM]	2	8	-2%	5	617	-5%	-3.8%	8%
N#C/C(=C\c1ccc(C(=O)O)cc1)c1ccccn1	1	i	0.2	-1.3%	16	12	-14%	1	705	-15%	-0.9%	-1%
Nc1nnnn1/N=C/c1cccs1	1	i	4.2	0.2%	1	-25	7%	x	x	0%	-0.4%	5%
COc1cccc(/C=C/C(=O)OCC(=O)Nc2cccc(S(=O)(=O)N(C)C)c2)c1	1	i	0.1	-4.0%	9	-2	3%	-16	716	5%	-0.7%	2%
CC(=O)N1N=C(c2ccccc2)CC1c1cn(C)c2ccccc12 (stereo unspecified)	1.1	i	0.1	-0.1%	11	4	7%	1	625	6%	-2.5%	0%
COc1ccc(NC(=O)Nc2nc3ccccc3s2)cc1	x	i	0.6	1.0%	x	x	x	6	771	x	x	4%
O=C(O)c1ccc(NC(=O)c2cn(-c3ccccc3)nc2-c2ccccc2)cc1	1.1	i	0.3	-0.8%	11	1	2%	10	740	3%	0.1%	-1%
Cn1c(=O)c2c(ncn2CC(=O)Nc2cccc(S(=O)(=O)Nc3ccccc3F)c2)n(C)c1=O	1.1	i	0.6	0.0%	0	8	-4%	-12	627	26%	1.0%	2%
CCOC(=O)c1ccccc1OC(=O)CS(=O)c1ccccc1[N+](=O)[O-] (stereo unspecified)	1.1	i	0.5	0.3%	9	3	-10%	-12	696	-7%	-0.4%	2%
CC(C)C(NC(=O)c1ccccc1F)C(=O)NCCc1ccccn1 (stereo unspecified)	1	i	0.5	0.3%	8	6	-4%	1	690	-10%	-1.0%	-3%
Cc1nn(Cc2ccccc2Cl)c(C)c1NC(=O)Cn1nc([N+](=O)[O-])c(Cl)c1C	1.1	i	0.0	0.5%	10	5	12%	0	747	20%	3.4%	8%
CC(=O)Nc1ccc(S(=O)(=O)NNC(=O)c2ccc(C)cc2)cc1	1.1	i	0.8	0.4%	-1	0	0%	4	776	2%	-0.8%	12%
Cc1c(C(=O)N2CCCCC2)nn(-c2ccc(Cl)cc2)c(=O)c1C#N	1.1	i	0.2	0.2%	-22	-4	31%	0	711	0%	-1.5%	8%
c1ccc(COc2cccc(CNCc3ccccn3)c2)cc1	1.4	i	0.2	0.2%	4	-1	-10%	2	732	-14%	0.2%	-5%
COc1ccc(-c2cnnc(N/N=C/c3ccc(O)cc3)n2)cc1	1.1	i	0.6	-0.8%	-35	2	-6%	-5	689	8%	-2.2%	8%
Cc1ccc(CN2CCN(/N=C/c3ccc(C)s3)CC2)cc1	1	i	0.9	0.1%	0	12	9%	-8	636	11%	-0.3%	0%

Quoted from the listing.
COc1cccc(OCCN2CCN(c3ncnc4c3cnn4-c3ccccc3)CC2)c1 @ UTI89 phage lysis: -0.1%
Cn1c(=O)c2c(ncn2Cc2ccccc2)n(C)c1=O @ P. falciparum M1AAP: -12%
N#C/C(=C\c1ccc(C(=O)O)cc1)c1ccccn1 @ PMI inhibition: -14%
O=C(Nc1sc2c(c1C(=O)NC1CC1)CCCCCC2)c1ccco1 @ WT yeast gro inh: -25

(list continues)
SMILES	TNAP activators	Myeloid diff MLP	Myeloid diff MLP GFP+ MAC1+ %	UTI89 phage lysis	WT yeast gro inh	WT yeast gro inh mutant strain	PMI inhibition	Hep lipid drop	Hep lipid drop cells 6.5 µM	human PMI inhibition	ER stress rescue	P. falciparum M1AAP
CC(C)CCN(CCC(C)C)C(CO)(CO)CO	1	i	0.3	-0.5%	-13	-7	-4%	7	768	12%	-0.6%	0%
C[C@@H](NC(=O)c1nc[nH]c1C(=O)N[C@@H](Cc1ccccc1)C(=O)OCc1ccccc1)c1ccccc1	1.1	i	0.9	0.0%	-2	6	13%	5	737	20%	-0.9%	-9%
CN(Cc1ccccc1)C(=O)COC(=O)C1CCN(S(=O)(=O)c2cccs2)CC1	1.1	i	0.5	x	-10	7	3%	-15	699	0%	-2.2%	-4%
CCc1cc2ccccc2nc1SCC(=O)N1CCN(C(=O)c2ccco2)CC1	1.1	i	0.8	0.1%	-27	-7	-4%	x	x	-11%	1.5%	12%
O=C(O)/C=C/c1ccc(S(=O)(=O)NCc2cccnc2)cc1	x	i	0.6	-0.4%[50 µM]	x	x	x	7	717	x	x	4%
COC(=O)c1ccc(CNC(=O)COC(=O)C23CC4CC(CC(C4)C2)C3)cc1	1.2	i	0.6	3.2%	4	7	2%	-16	674	14%	-3.1%	-4%

Single records, from the list above. Screens in order: TNAP activators	Myeloid diff MLP	Myeloid diff MLP GFP+ MAC1+ %	UTI89 phage lysis	WT yeast gro inh	WT yeast gro inh mutant strain	PMI inhibition	Hep lipid drop	Hep lipid drop cells 6.5 µM	human PMI inhibition	ER stress rescue	P. falciparum M1AAP
CN(Cc1ccccc1)C(=O)COC(=O)C1CCN(S(=O)(=O)c2cccs2)CC1 in the list: 1.1	i	0.5	x	-10	7	3%	-15	699	0%	-2.2%	-4%
C[C@@H](NC(=O)c1nc[nH]c1C(=O)N[C@@H](Cc1ccccc1)C(=O)OCc1ccccc1)c1ccccc1 in the list: 1.1	i	0.9	0.0%	-2	6	13%	5	737	20%	-0.9%	-9%
